CFTR F508del cor – CFTR F508del correction in bronchial cells; CFBE cells, YFP halide quenching; stimulated with forskolin plus potentiator P3; % fluorescence drop versus neutral controls; activity (quench increase), % at 7.58 µM; 350,000 compounds, 0.36% hits;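 active = mean added fluorescence quench of at least 8% versus neutral control, with both replicates also reaching 8%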;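 also: cells transiently co-express mutant CFTR-F508del with the halide-sensitive YFP; corrector assay measuring rescue of mutant channel to the surface after 24 h compound exposure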
FN deposit inh – fibronectin deposition inhibition; inhibition, % at 12.6 µM; AH1F fibroblasts, Alexa488-fibronectin deposition fluorescence, overnight; 350,000 compounds, 0.086% hits;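 active = mean inhibition across replicates of 30% or more, regardless of how many single replicates reach that level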;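 also: positive control wells lacked labelled fibronectin entirely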
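Test system: AH1F fibroblast monolayer depositing Alexa488-labelled fibronectin into matrix. Input: 10000 cells per well. Technique: fluorescence, ex 485 nm, em 525 nm. Buffer or medium: DMEM plus 2% serum, read in PBS. Timing: 1 h cell adhesion before compound, then overnight fibronectin incubation. Compound: single dose, pinned. Read-out basis: inhibition from reduced deposited-fibronectin fluorescence.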
miR-122 sensor – inhibitors of miR-122 in Huh7 cells; Huh7 miR-122 Renilla luciferase sensor, 48 h; neutral wells = 0, positive control = 100; activation (reporter increase), % at 12.5 µM; 340,000 compounds, 0.3% hits;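 active = mean replicate activation score at least 90 and every replicate individually at or above 90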;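 also: higher luciferase means less miR-122 activity so hits act as miR-122 inhibitors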
C2C12 statin – suppression of simvastatin myotoxicity | C2C12 myotubes + simvastatin, ATP luminescence, 48 h; scaled: DMSO 0, geranylgeraniol control 100 | rescue of ATP level, % at 7.49 µM | 330,000 compounds, 0.78% hits;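 active = mean ATP rescue above about 67%, or every replicate alone reaching that limit, limit read from the data, passing the limit was not always enough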;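 also: myotubes were challenged with 10 µM simvastatin during compound exposure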
PGC1a acetyl inh – lowers PGC1a acetylation signal in U2OS cells | AlphaScreen anti-acetyl-lysine; with virally co-expressed GCN5 acetyltransferase | inhibition, % at 15.6 µM | 350,000 compounds, 0.17% hits | AID 651687;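 active = every replicate shows inhibition of at least 40%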;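 also: 0% = neutral control wells and 100% = positive control wells; some results beyond the cut were filed as inactive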
PglD inh – blocks C. jejuni PglD acetyltransferase activity; 360,000 compounds, 0.098% hits; inhibition, % at 12.5 µM; AID 602405; purified PglD enzyme, DTNB colorimetric CoA detection; in the data active = inhibition above about 16%, passing the limit was not always enough; also: strong numbers were not always called active
INS-1E GSIS act – GLuc luminescence reporter in INS-1E cells, primary screen for activators of glucose-dependent secretion of insulin; INS-1E GLuc reporter insulin secretion, 2-3 h; activation, % at 16.6 µM; 370,000 compounds, 0.61% hits; AID 743287;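 active = lowest replicate activation of at least 40%, so every replicate reaches that level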;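 also: 0% = median of neutral control wells and 100% = median of IBMX positive control wells; some compounds called inactive have numbers as strong as hits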
Cneo AK release – causes C. neoformans cell lysis; adenylate kinase release luminescence, 4 h; normalised: neutral wells 0, clomiphene wells 100; lysis activity, % at 15 µM; 360,000 compounds, 0.2% hits; AID 651654;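 active = mean lysis activity across replicates of at least 80%, whatever share of replicates individually reach that level; inactive = mean lysis activity below 80%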
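Test system: log-phase Cryptococcus neoformans yeast cells. Input: 5 × 10^6 yeast cells/mL. Medium: fresh YPD growth medium. Doses: single dose. Incubation: static 4 h at 37 °C with compound, 1 h detection. Measured by: luminescent adenylate kinase detection reagent. Read-out: signal increase indicating cell lysis. Benchmarks: Clomiphene.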
The depositor's hits bear a star; nt = no result given; & = joins results of further samples; [ ] = another dose, or the depositor's remark. Hits appear at their usual frequency; about 2.1% have a hit in one of these screens.

No. | smiles | CFTR F508del cor | FN deposit inh | miR-122 sensor | C2C12 statin | PGC1a acetyl inh | PglD inh | INS-1E GSIS act | Cneo AK release
1 | O=C(N/N=C/c1ccco1)C(O)C(O)C(=O)N/N=C/c1ccco1 (stereo not drawn) | 1.3 | -7 | -2 | 0 | 12 | 2 | 28 | 3
2 | COc1ccc(/C=C/C(=O)NCC(c2ccc(F)cc2)N2CCOCC2)cc1OC (stereo not drawn) | 0.6 | 1 | nt | nt | 1 | nt | 12 | nt
3 | O=C(C[C@@H]1C[C@@H]2c3cc(NC(=O)NC4CCCCC4)ccc3O[C@@H]2[C@H](CO)O1)NCc1ccccc1 | -0.1 | -12 | 4[16.7 µM] | -2 | 2 | 2 | 7 | 1
4 | O=C(Nc1ccc(F)c(S(=O)(=O)N2CCOCC2)c1)C1CCCCC1 | 0.5 | 1 | 11 | 3 | 7 | 1 | -6 | 1
5 | COc1ccc(CN(C)C[C@H]2Oc3c(NC(=O)Nc4c(C)noc4C)cccc3C(=O)N([C@H](C)CO)C[C@H]2C)cc1 | -0.8 | nt | -5[16.7 µM] | -14 | -14 | 1 | 34 | 0
6 | CCCc1cc(C(N)=O)c(NC(=O)c2cc(C)on2)s1 | -3.4 | nt | -14 | -24 | 10 | 4 | -13 | -1
7 | C=CCN1CC(O)=C(c2nc3ccccc3[nH]2)C1=N | 1.8 | nt | -4 | -6 | 1 | 1 | -11 | 2
8 | CC(C)(C)c1ccc(OCCNCc2ccccc2)cc1 | 1.5 | 0 | 2 | -11 | 7 | 0 | -16 | -10
9 | O=S(=O)(NCCc1csc(-c2ccc(C(F)(F)F)cc2)n1)c1ccc2c(c1)OCCO2 | -4.5 | -3 | nt | -3 | nt | 0 | -29 | 0
10 | COc1ccc(CNC(=O)COC(=O)c2cc(S(=O)(=O)N3CCOCC3)ccc2O)cc1OC | 0.8 | nt | -3 | 4 | 9 | 2 | 18 | 0

Three compounds from above, reduced to PGC1a acetyl inh:
# | molecule | PGC1a acetyl inh
4 | O=C(Nc1ccc(F)c(S(=O)(=O)N2CCOCC2)c1)C1CCCCC1 | 7
5 | COc1ccc(CN(C)C[C@H]2Oc3c(NC(=O)Nc4c(C)noc4C)cccc3C(=O)N([C@H](C)CO)C[C@H]2C)cc1 | -14
2 | COc1ccc(/C=C/C(=O)NCC(c2ccc(F)cc2)N2CCOCC2)cc1OC (stereo not drawn) | 1

The main list resumes with the six entries that preceded the break.
No. | smiles | CFTR F508del cor | FN deposit inh | miR-122 sensor | C2C12 statin | PGC1a acetyl inh | PglD inh | INS-1E GSIS act | Cneo AK release
5 | COc1ccc(CN(C)C[C@H]2Oc3c(NC(=O)Nc4c(C)noc4C)cccc3C(=O)N([C@H](C)CO)C[C@H]2C)cc1 | -0.8 | nt | -5[16.7 µM] | -14 | -14 | 1 | 34 | 0
6 | CCCc1cc(C(N)=O)c(NC(=O)c2cc(C)on2)s1 | -3.4 | nt | -14 | -24 | 10 | 4 | -13 | -1
7 | C=CCN1CC(O)=C(c2nc3ccccc3[nH]2)C1=N | 1.8 | nt | -4 | -6 | 1 | 1 | -11 | 2
8 | CC(C)(C)c1ccc(OCCNCc2ccccc2)cc1 | 1.5 | 0 | 2 | -11 | 7 | 0 | -16 | -10
9 | O=S(=O)(NCCc1csc(-c2ccc(C(F)(F)F)cc2)n1)c1ccc2c(c1)OCCO2 | -4.5 | -3 | nt | -3 | nt | 0 | -29 | 0
10 | COc1ccc(CNC(=O)COC(=O)c2cc(S(=O)(=O)N3CCOCC3)ccc2O)cc1OC | 0.8 | nt | -3 | 4 | 9 | 2 | 18 | 0
11 | CN1C(=O)CC(C(=O)O)SC1=Nc1cc(Cl)c(O)c(Cl)c1 (stereo not drawn) | nt | nt | 2 | 3 | nt | 6 | nt | 1
12 | Cc1nc2ccccc2c(=O)n1NC(=O)c1ccc(Cl)c(Cl)c1 | -1.2 | -9 | nt | -6 | nt | nt | -30 | 0
13 | CC1C=CC(C)C(C(=O)O)C1C(=O)O (stereo not drawn) | nt | -1 | 0 | 11 | 11 | 0 | -3 | 1
14 | CC1=Nc2cc(C(=O)NCCCN3CCOCC3)ccc2Sc2c(C)ccc(C)c21 | -2.8 | 17 | -6 | 19 | -4 | -8 | -8 | 0
15 | C[C@@H]1CN([C@@H](C)CO)C(=O)c2cc(NC(=O)Cn3cnnn3)ccc2O[C@@H]1CN(C)C | -0.5 | nt | -2[16.7 µM] | 3 | -1 | 3 | 27 | -1
16 | COc1ccc(CCN=C(N)NS(=O)(=O)c2ccc(C)c(C)c2)cc1OC | 1.7 | 5 | -5 | 13 | -9 | -2 | 91* | 3
17 | COc1ccc(NC(=O)Nc2ccc3c(c2)C(=O)N(C)C[C@@H](OC)[C@H](C)CN[C@H](C)CO3)cc1 | 2.8 | 2 | 2[16.7 µM] | -7 | 1 | 1 | -7 | -1
18 | C[C@@H]1CCCCO[C@H](CN(C)C(=O)Nc2cccc3ccccc23)[C@@H](C)CN([C@H](C)CO)C(=O)c2cc(NC(=O)Nc3ccc(C(F)(F)F)cc3)ccc2O1 | 3.6 | nt | 4[16.7 µM] | -14 | -9 | 1 | 12 | -2
19 | C[C@H](CO)N1C[C@H](C)[C@@H](CN(C)C(=O)c2ccncc2)OCCCC[C@H](C)Oc2ccc(NS(=O)(=O)c3ccc(Cl)cc3)cc2C1=O | -1.2 | -1 | 2[16.7 µM] | nt | 4 | -2 | -12 | -5
20 | Cc1cccc(CCNC(=O)c2cc(S(=O)(=O)N3CCCC3)cn2C)c1 | 3.0 | -2 | nt | -4 | nt | 2 | nt | 3

Screen by screen, as entered above:
Nos. 13–17 in FN deposit inh: -1, 17, nt, 5, 2
Nos. 13–17 in PGC1a acetyl inh: 11, -4, -1, -9, 1

(further entries)
No. | smiles | CFTR F508del cor | FN deposit inh | miR-122 sensor | C2C12 statin | PGC1a acetyl inh | PglD inh | INS-1E GSIS act | Cneo AK release
21 | CCOc1ccccc1CNC(=O)Cn1ccc2cc(S(=O)(=O)N3CCCCCC3)ccc21 | 1.5 | -2 | 22 | -9 | -11 | -1 | -24 | 6
22 | O=C(Nc1ccc2c(c1)OCCO2)c1ccc(Br)o1 | nt | 5 | 4 | 3 | 1 | 5 | nt | -6
23 | Cc1ccc(-n2c(Cn3nc(C(F)(F)F)cc3C)n[nH]c2=S)cc1 | -0.7 | nt | -3 | 5 | 0 | nt | 8 | nt
24 | COc1ccc(C(=O)CSc2nnc(-c3cccnc3)n2Cc2ccco2)cc1 | nt | 6 | 16 | nt | nt | -2 | -6 | 0
25 | COc1ccc(CCNC(=O)CCC(=O)N2CCOc3ccc(Cl)cc32)cc1OC | -2.3 | 0 | -4 | 8 | -23 | -16 | nt | 0
26 | C[C@H](CO)N1C[C@H](C)[C@@H](CN(C)C(=O)Nc2ccccc2)Oc2c(NS(=O)(=O)c3ccc(Cl)cc3)cccc2C1=O | -1.5 | nt | 21[16.7 µM] | 7 | 0 | 2 | -10 | 2
27 | CC1(C(=O)NS(=O)(=O)Cc2cccc(Cl)c2)CCN1C(=O)C1CCCCC1 (stereo not drawn) | -2.3 | 0 | -2 | -2 | -12 | 7 | 16 | 0
28 | COC(=O)[C@]1(Cc2ccccc2)N[C@H](CN(C)C(=O)Nc2ccc(Cl)cc2)[C@@H]2C(=O)N(Cc3ccccc3)C(=O)[C@@H]21 | 0.1 | -4 | -4 | -2 | 12 | 4 | -46 | 0
29 | N#Cc1cccc(-c2ccc(C3[C@H]4CNC[C@@H]3N4C(=O)Nc3ccccc3F)cc2)c1 (stereo partly drawn) | -0.9&-2.0 | -3&1 | nt | nt | 0&-4 | nt | -24&4 | nt
30 | CC(C)NC(=O)Nc1cccc2c1O[C@@H](CN(C)Cc1ccc3c(c1)OCO3)[C@H](C)CN([C@@H](C)CO)C2=O | 3.3 | 10 | nt | nt | -10 | nt | -8 | nt

Looked up above:
Reading of no. 25 under Cneo AK release: 0
Reading of no. 24 under PglD inh: -2
Reading of no. 23 under miR-122 sensor: -3
Reading of no. 30 under PGC1a acetyl inh: -10
Reading of no. 27 under CFTR F508del cor: -2.3

Additional structures
No. | smiles | CFTR F508del cor | FN deposit inh | miR-122 sensor | C2C12 statin | PGC1a acetyl inh | PglD inh | INS-1E GSIS act | Cneo AK release
31 | NC(=O)c1cc(S(=O)(=O)N2CC=C(c3ccccc3)CC2)cs1 | 1.9 | -19 | 3 | -33 | -20 | -6 | 0 | -14
32 | Cc1noc(C)c1NC(=O)Nc1ccc2c(c1)CC(=O)N([C@H](C)CO)C[C@H](C)[C@H](CN(C)C(=O)Nc1ccc(C(F)(F)F)cc1)O2 | 0.1 | nt | 4[16.7 µM] | 3 | -3 | 4 | -5 | -3
33 | CC(=O)OC(C#CCN1CCOCC1)c1ccccc1 (stereo not drawn) | nt | -6 | -6 | 0 | nt | -1 | -2 | 0
34 | Cc1cc(S(=O)(=O)NC(=O)[C@H]2O[C@@H](n3cnc4c(N)ncnc43)[C@H](O)[C@@H]2O)ccc1Br | -1.5 | -1 | -1 | -1 | -12 | 11 | 18 | -1
35 | CN(CC(=O)Nc1cccc(F)c1)C(=O)c1ccc(C(=O)c2ccccc2)cc1 | -2.9 | 3 | -1 | -27 | 0 | 5 | -26 | 1
36 | CCN1C(=O)CC(N2CCOCC2)C1=O (stereo not drawn) | nt | 9 | -9 | 1 | -9 | 3 | nt | 3
37 | COc1ccccc1-c1ccc2c(c1)[C@@H]1[C@@H](CCN1C(=O)C1CC1)[C@H](CO)N2 | -0.2 | -1 | -4[16.7 µM] | -1 | -6 | -3 | 3 | -3
38 | C[C@H]1CN([C@@H](C)CO)S(=O)(=O)c2ccc(-c3ccncc3)cc2O[C@@H]1CN(C)C(=O)Nc1ccc(F)cc1 | -1.5 | nt | 11[16.7 µM] | nt | 10 | -2 | -5 | -7
39 | Oc1c(Br)cc2oc3c(c2c1CNCc1ccccc1)CCCC3 | nt | 0 | -3 | 15 | -4 | 9 | nt | 1
40 | COc1ccc(C2NC(=O)CCC2[N+](=O)[O-])cc1OC (stereo not drawn) | -0.4 | -7 | 2 | 4 | nt | -5 | -2 | 0

Next part:
No. | smiles | CFTR F508del cor | FN deposit inh | miR-122 sensor | C2C12 statin | PGC1a acetyl inh | PglD inh | INS-1E GSIS act | Cneo AK release
41 | Nc1nc(C(c2ccccc2)c2ccccc2)cs1 | -3.3 | 9 | -1 | -28 | -23 | -1 | 2 | 2
42 | CCOc1ccc(-c2cn(S(=O)(=O)c3cccc4nsnc34)nc2N)cc1 | nt | nt | 14 | nt | -4 | 2 | nt | 1
43 | COc1ccc(C(C)(C)C)cc1NS(=O)(=O)c1cccc2cccnc12 | -1.6 | -1 | 117* | -5 | -5 | 8 | -5 | -2
44 | C[C@H](CO)N1C[C@H](C)[C@@H](CN(C)C(=O)Nc2ccc(C(F)(F)F)cc2)Oc2ccc(NC(=O)Cn3cnnn3)cc2CC1=O | 0.1 | 10 | 1[16.7 µM] | -20 | 18 | 18* | -2 | 49
